High-throughput results deposited in PubChem by NCI.
Growth percent in the NCI-60 one-dose screen (48 h, 10 µM unless noted): 100 = growth as untreated, 0 = no growth, -100 = all killed.
MDA-MB-231 – MDA-MB-231 breast cancer | actives 5% (n = 81,000)
BT-549 – BT-549 breast cancer | actives 4.4% (n = 78,000)
SR – SR leukemia cells; actives 8.7% (n = 73,000)
MCF7 – MCF7 breast cancer. actives 6.3% (n = 82,000). AID 1794796
T-47D – T-47D breast cancer; actives 5% (n = 79,000)
K-562 – K-562 leukemia. actives 7.4% (n = 78,000)
MDA-MB-468 – MDA-MB-468 breast cancer; AID 2202374; actives 8.5% (n = 78,000)
MOLT-4 – MOLT-4 leukemia cells; actives 6.9% (n = 80,000)
Active calls of the source: *; / = not tested or not shown; & = joins results of further samples. The calls were made as follows: active = growth percent below 10; inactive = the rest.

Second line of a record – MDA-MB-231	BT-549	SR	MCF7	T-47D	K-562	MDA-MB-468	MOLT-4
Cc1ccc(NC(=O)c2ccc(CN3CCC(C)CC3)c(C(F)(F)F)c2)cc1Oc1ccc(-c2[nH]nc3ncnc(N)c23)cc1
    99	119	81	95	80	92	101	91
N#C/C(=C\c1ccc2c(c1)OCO2)C(N)=O
    92	85	124	97	114	127	/	107
C=CCn1c(-c2nc3ccc(C(=C(C#N)C#N)c4ccccc4)cc3[nH]2)cc2cc(-c3ccc(C(C)=O)cc3)ccc21
    86	85	70	91	78	83	85	72
O=C1CSC(c2ccc(Cl)cc2)N1CCc1cccs1 (stereo not drawn)
    108	85	/	97	94	128	106	67
CCOC(=O)c1c(C)nc2ccccc2c1/C=C/c1ccc(C(F)(F)F)cc1
    85	74	50	60	36	39	32	52
CCC(=O)C(CCN(C)C)c1ccccn1 (stereo not drawn)
    109	108	108	98	105	96	121	103
Nc1ccccc1Sc1cc(Cl)nnc1Cl
    101	103	107	89	92	82	95	97
O=C(O)Cc1cc[nH]c1
    110	/	100	104	105	98	112	103
CC1CN(S(=O)(=O)c2oc(-c3ccc(Cl)cc3)nc2C#N)CC(C)O1 (stereo not drawn)
    91	89	-13*	55	27	4.5*	70	-11*
NC1=NC2OC(CO)C(O)C2O1 (stereo not drawn)
    111&105	114&119	110&94	99&103	97&94	107&99	109&117	109&100
c1ccc2c(c1)CCC2c1cc2ccccc2o1 (stereo not drawn)
    91	106	103	98	82	113	103	106
Cc1c(N=O)c(-c2ccccc2)n(O)[n+]1[O-]
    108	107	89	107	108	89	/	84
C/C=C(/C(=O)NC(N)=O)C(C)C
    114	106	89	94	99	109	117	92
COc1cc(C=NCCN=Cc2cc(OC)c(OC)c(OC)c2)cc(OC)c1OC
    102	104	71	107	97	109	103	97
C=C(C)[C@@H]1CC[C@]2(C(=O)NCCCNCCCCN)CC[C@]3(C)[C@H](CC[C@@H]4[C@@]5(C)CCC(=O)C(C)(C)[C@@H]5CC[C@]43C)[C@@H]12
    97	99	60	100	91	97	115	99

The list continues:
Second line of a record – MDA-MB-231	BT-549	SR	MCF7	T-47D	K-562	MDA-MB-468	MOLT-4
O=C(CCCCCN1CC(=O)N2[C@@H](c3ccc(Br)cc3)c3[nH]c4ccccc4c3C[C@H]2C1=O)NO
    84	88	30	65	66	58	76	63
Cc1c2ccccc2nc2c1ccc1cccnc12
    103	96	86	22	35	44	90	68
COc1ccc(/C=C/C(=O)c2ccc(NC(=O)c3ccccc3CN3C(=O)c4ccccc4C3=O)cc2)c(OC)c1
    79	92	70	85	91	85	95	84
CC/C(=C(/c1ccc(Cl)cc1)c1ccc(OCCCN(C)C)cc1)c1ccc(Cl)cc1
    99	93	42	39	64	53	96	79
COc1ccc(OC)c(Nc2nnc(-c3cc(OC)c(OC)c(OC)c3)o2)c1
    89	89	90	105	82	96	92	84
N#CC1C(=O)NC(=O)C(C#N)C12CCCC(C(F)(F)F)C2 (stereo not drawn)
    106	107	100	107	/	/	110	101
Cc1cccc(C)c1NC(=O)Nc1cccc(C#N)c1
    /	102	/	94	/	104	101	106
Cc1cc2ccccn2c1C(=O)c1ccc(C(=O)c2ccccc2)cc1
    91	93	-3.1*	97	77	94	/	78
CC1(C)NC(=O)NC1=O
    126	110	99	122	112	116	/	114
N#Cc1nc(-c2ccccc2)oc1N1CCC(C2(C(F)(F)F)N=N2)CC1
    94	136	85	89	96	90	112	101
COc1ccc(-c2cc(=O)[nH]c3c(OC)c4ccccc4c(OC)c23)cc1
    36	26	-14*	13	32	8.1*	-0.2*	6.7*
O=C1OC(C2COC(c3ccccc3)O2)C(O)=C1O (stereo not drawn)
    102	97	113	112	103	110	101	85
Cc1cc(O)cc(=O)o1
    96	104	96	101	98	91	98	75
C/C(=N\Nc1ccc(C(=O)O)cc1)c1cnn(-c2cc(=O)[nH]c3ccc(Br)cc23)c1C
    83	102	93	96	92	101	117	103
Clc1ccc(-c2ccc(-c3ccc(/C=N/NC4=NCCN4)cc3)s2)nc1
    80	83	49	89	99	34	102	53

Further entries
Second line of a record – MDA-MB-231	BT-549	SR	MCF7	T-47D	K-562	MDA-MB-468	MOLT-4
C=C(C)c1nc(C#N)c(NCc2ccncc2)o1
    104	103	96	84	103	94	110	101
COc1ccc2[nH]c(O)c(/C=c3/cc4c(c(-c5ccc(F)cc5)n3)=Nc3ccccc3-4)c2c1
    32	99	6.4*	27	74	23	67	/
CCO/C=C1\SC(=O)NC1=Nc1cccc(O)c1
    93	149	94	90	92	83	105	107
COCc1cc2c(cc1Br)OCO2
    110	105	106	96	98	107	110	107
O=C1/C(=C\c2ccc[nH]2)c2ccccc2N1c1c(Cl)cccc1Cl
    83	101	76	55	66	44	40	89
COc1c(O)c(O)cc2c3c(oc12)CC(c1ccc2c(c1)OCO2)CC3=O (stereo not drawn)
    70	56	45	35	44	17	80	44
Cc1cccc(C)c1NC(=O)c1sc2nc3c(cc2c1N)C(=O)CCC3
    79	91	69	55	93	64	34	96
O=C(CN1CCN(c2cc3c(cc2F)c(=O)c(C(=O)O)cn3C2CC2)CC1)Nc1ccc(C(=O)/C=C/c2ccc3c(c2)OCO3)cc1
    112	96	/	94	94	95	96	106
CS(=O)(=O)Nc1ccc(Nc2cc(OC3CCOCC3)c([N+](=O)[O-])cc2Cl)cc1
    87	93	110	89	72	91	77	94
Oc1c(Br)cc(Br)c2ccccc12
    91	/	111	91	100	101	112	100
COc1cc(-c2nn(C(C)(C)C)cc2-c2ccnc(NCCCNS(=O)(=O)c3ccc(Br)cc3)n2)ccc1Cl
    61	60	40	61	68	42	75	40
CCOC(=O)C1=C(O)C(=O)N(Cc2ccccc2)C1
    99	104	/	95	95	99	107	101
CCCCCC1CCCCN1C(=O)OCCCC (stereo not drawn)
    77	/	108	97	99	109	/	99
CCN1C(=O)/C(=N\N=C(/C)c2ccc3c(c2)Nc2ccccc2S3)c2cc(Br)ccc21
    54	53	37	28	39	39	27	38
O=C(Nc1ccc2c(ccn2Cc2ccc(F)cc2)c1)c1cccnc1
    73	92	52	92	99	57	47	101

Next part.
Second line of a record – MDA-MB-231	BT-549	SR	MCF7	T-47D	K-562	MDA-MB-468	MOLT-4
CN1CCN(Cc2ccc(NC(=O)c3cncc(C#Cc4cnc5ccc(OC6CCOCC6)nn45)c3)cc2C(F)(F)F)CC1
    -60*	-83*	-16*	-67*	-56*	-0.1*	-62*	3.7*
CCCCCCN1C(=O)/C(=c2\sc3n(c2=O)NC2C(N=3)N(CC)C(=O)N2CC)c2ccccc21 (stereo not drawn)
    96	108	/	88	89	/	92	/
COc1ccc(S(=O)(=O)n2cc(C3OC(c4cc(OC)c(OC)c(OC)c4)=NN3C(C)=O)c3ccccc32)cc1 (stereo not drawn)
    71	67	/	87	54	37	78	59
O=C(c1ccc(OCCN2CCCCC2)cc1)c1c(-c2ccc(OS(=O)(=O)c3ccc(C(F)(F)F)cc3)cc2)sc2cc(OS(=O)(=O)c3ccc(C(F)(F)F)cc3)ccc12
    91	94	81	85	89	87	89	87
COc1ccc(OC)c(-c2cc(-c3ccc(Cl)cc3)c(C#N)c(SCC(=O)c3ccccc3)n2)c1
    72	84	61	89	69	107	70	108
O=C(CN1CCN(CC(=O)c2ccccc2)CC1)c1ccccc1
    110	101	156	94	136	116	109	115
O=C(NCCCCNC(=O)OCc1ccc2c(Cl)cc(Cl)c(O)c2n1)OCc1ccc2c(Cl)cc(Cl)c(O)c2n1
    25	15	17	14	61	12	-5.8*	23
CCOC(=O)c1c(C)nn(CC(O)c2ccccc2)c1NC(=O)Nc1ccc(F)cc1 (stereo not drawn)
    86	97	93	83	87	86	83	92
COc1ccc(N2C(=O)NC(c3ccccc3)=CC2c2ccc(Cl)cc2)cc1 (stereo not drawn)
    85	103	79	65	70	90	70	56
OCCN1CCN(CC/C=C2/c3ccccc3Sc3ccc(C(F)(F)F)cc32)CC1
    81	75	/	57	63	6.7*	68	41
O=C(O)c1ccoc1
    107	106	80	98	96	89	117	80
COc1ccc(S(=O)(=O)NCCCNc2cc(-c3cn(C(C)(C)C)nc3-c3ccccc3)ccn2)cc1
    71	58	23	59	24	18	44	52
C=C(C)[C@@H]1CC[C@]2(C(=O)N3CCN(C)CC3)CC[C@]3(C)[C@H](CC[C@@H]4[C@@](C)(CCC(=O)O)[C@H](C(=C)C)CC[C@]43C)[C@@H]12
    91	97	57	83	86	58	90	61
O=C1/C(=C/c2ccc(-c3ccccc3C(F)(F)F)o2)SC(=S)N1CCc1ccc(O)cc1
    67	62	14	28	35	18	29	17
CCN(CC)C(=O)C(C(C)C)N1C(=O)/C(=C/c2ccc(Br)cc2)SC1=S (stereo not drawn)
    102	103	108	97	104	101	101	100
Cc1cc(C)c(C)cc1C
    114	/	95	103	96	97	106	98
